Bioassay records as filed in PubChem.
PGC1a acetyl inh – inhibitors of PGC1a acetylation signal, primary screen, cell-based, U2OS, AlphaScreen, inhibitor mode; AlphaScreen anti-acetyl-lysine; with virally co-expressed GCN5 acetyltransferase; inhibition, % at 15.6 µM; 350,000 compounds, 0.17% hits; AID 651687, 2012;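 active = every replicate shows inhibition of at least 40%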;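 note: 0% = neutral control wells and 100% = positive control wells; some results beyond the cut were filed as inactive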
ERAP1 inh – human ERAP1 aminopeptidase inhibitors, primary screen, biochemical, single point, plate reader; Endoplasmic reticulum aminopeptidase 1 (Homo sapiens), Q9NZ08; recombinant ERAP1, Leu-AMC fluorescence, 60 min; inhibition, % at 10.7 µM; 340,000 compounds, 0.15% hits; AID 652197, 2013;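 active = mean replicate inhibition of at least 30%, or all replicates individually reaching that 30% level; inactive = mean below 30% and not every replicate reaching it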;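 note: 0% = neutral control wells and 100% = L-leucinethiol positive control wells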
PglD DTNB – C. jejuni PglD acetyltransferase inhibitors, primary screen, biochemical, DTNB colorimetric, single point | AID 602405, 2012 | purified PglD enzyme, DTNB colorimetric CoA detection | 360,000 compounds, 0.098% hits | inhibition, % at 12.5 µM; in the data active = inhibition above about 16%, passing the limit was not always enough; note: strong numbers were not always called active
E-sel inducer – E-selectin induction in HUVECs, primary screen, imaging, HUVEC, immunofluorescence imaging, single point; P16581; normalized: neutral wells 0, TNF-alpha wells 100; activation, % at 7.58 µM; 260,000 compounds, 0.37% hits;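 active = mean E-selectin-positive cell signal at least 10% of the positive control, reached in at least 60% of replicates, without over 20% cell loss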;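 note: in these data hits start at about 27%; measured in HUVEC primary endothelial cells; signal is the percent of cells scored E-selectin positive by PE staining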
Target sequence (P16581 whole entry, looked up): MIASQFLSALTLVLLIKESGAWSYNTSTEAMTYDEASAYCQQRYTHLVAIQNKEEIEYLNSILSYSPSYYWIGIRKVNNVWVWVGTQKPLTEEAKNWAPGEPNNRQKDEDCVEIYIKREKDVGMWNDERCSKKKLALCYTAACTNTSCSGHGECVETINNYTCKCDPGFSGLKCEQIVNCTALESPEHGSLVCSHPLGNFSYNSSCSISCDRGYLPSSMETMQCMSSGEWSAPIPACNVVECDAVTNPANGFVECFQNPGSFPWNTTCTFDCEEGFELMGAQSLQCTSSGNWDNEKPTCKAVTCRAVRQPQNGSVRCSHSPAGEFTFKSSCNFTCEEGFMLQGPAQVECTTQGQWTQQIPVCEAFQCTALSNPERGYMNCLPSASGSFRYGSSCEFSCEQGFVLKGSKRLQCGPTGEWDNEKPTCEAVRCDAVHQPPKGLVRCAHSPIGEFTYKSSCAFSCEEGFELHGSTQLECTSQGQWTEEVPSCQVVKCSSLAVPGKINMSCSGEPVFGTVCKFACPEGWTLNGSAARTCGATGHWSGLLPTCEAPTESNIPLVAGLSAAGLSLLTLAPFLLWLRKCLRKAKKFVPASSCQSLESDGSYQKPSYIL
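Material: HUVEC primary endothelial cells; Amount: 3,000 cells per well; Dosing: single concentration; Medium: EGM-2 growth medium on 0.1% gelatin-coated wells; Read-out basis: percent E-selectin-positive cells; Signal: immunofluorescence imaging; Control set: TNF-alpha, DMSO.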
Cneo AK release – Cryptococcus neoformans cell lysis inducers, primary screen, AK release luminescence, single concentration | C. neoformans lysis, adenylate kinase release luminescence, 4 h; normalised: neutral wells 0, clomiphene wells 100 | lysis activity, % at 15 µM | 360,000 compounds, 0.2% hits;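 active = mean lysis activity across replicates of at least 80%, whatever share of replicates individually reach that level; inactive = mean lysis activity below 80%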
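read-out = cell lysis signal | test system = log-phase Cryptococcus neoformans yeast cells | input = cells at 5 × 10^6 per mL | medium = fresh YPD growth medium | signal = luminescent adenylate kinase detection reagent | timing = 4 h at 37 °C static, read 1 h later | dosing = single dose | controls = Clomiphene as positive lysis control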
RAD52 anneal inh – RAD52 DNA annealing inhibitors, primary screen, biochemical, FRET, single point, set 2 | DNA repair protein RAD52 homolog (Homo sapiens), P43351 | recombinant RAD52 DNA annealing, FRET fluorescence | inhibition, % at 18.7 µM | 360,000 compounds, 0.46% hits | AID 651710, 2012;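 active = every replicate showing at least 50% inhibition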
Target sequence (P43351 whole entry, looked up): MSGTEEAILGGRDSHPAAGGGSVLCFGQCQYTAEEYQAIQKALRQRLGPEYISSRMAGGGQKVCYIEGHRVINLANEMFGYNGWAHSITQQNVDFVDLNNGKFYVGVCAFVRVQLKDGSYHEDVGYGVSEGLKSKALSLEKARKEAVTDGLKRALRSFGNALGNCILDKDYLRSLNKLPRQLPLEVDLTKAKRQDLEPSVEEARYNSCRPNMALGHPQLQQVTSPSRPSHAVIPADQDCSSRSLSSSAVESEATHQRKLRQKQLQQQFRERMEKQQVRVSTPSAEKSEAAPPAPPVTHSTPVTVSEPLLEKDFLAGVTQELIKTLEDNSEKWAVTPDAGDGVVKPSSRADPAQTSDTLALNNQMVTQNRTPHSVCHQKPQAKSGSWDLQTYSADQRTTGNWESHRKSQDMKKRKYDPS
RAD54 branch – inhibitors of human RAD54 branch migration, primary screen, biochemical, fluorescence, single point | RAD54 Holliday junction branch migration, FAM/BHQ fluorescence | inhibition, % at 10.4 µM | 360,000 compounds, 0.14% hits | DNA repair and recombination protein RAD54-like (Homo sapiens), Q92698;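 active = mean normalized replicate activity at least 40 and at least half of replicates scoring 40 or more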;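 note: 0% = median of neutral control wells and 100% = median of positive control wells; inhibitors cause a drop in the FAM fluorescence signal; in these data hits start at about 50%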
miR122 inh – miR-122 Renilla sensor signal increase in Huh7, primary screen, miR-122 inhibitor project, cell-based, single point, plate reader. activation (reporter increase), % at 12.5 µM. Huh7 miR-122 Renilla luciferase sensor, 48 h; neutral wells = 0, positive control = 100. 340,000 compounds, 0.3% hits;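 active = mean replicate activation score at least 90 and every replicate individually at or above 90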;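 note: higher luciferase means less miR-122 activity so hits act as miR-122 inhibitors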
Starred values were filed as active, the others as inactive; / = no result given; [ ] = another dose, or the depositor's remark.

SMILES	PGC1a acetyl inh	ERAP1 inh	PglD DTNB	E-sel inducer	Cneo AK release	RAD52 anneal inh	RAD54 branch	miR122 inh
Cc1cc(=O)n2c(C)n[nH]c2n1	2.8	/	-2.5	/	0.6	/	-2.6	0.8
COc1ccc(OC)c(S(=O)(=O)NCC(=O)O)c1	9.8	/	-0.9	2.3	-1.1	-13.9	-8.7	10.2
COC(=O)COc1ccc(S(=O)(=O)NCc2ccc3c(c2)OCO3)cc1	2.3	0.9	-0.4	/	1.6	-12.4	-1.0	-4.8
Cc1cccc(NS(=O)(=O)c2ccc(C)c(C(=O)NNC(=O)c3csc(N4CCOCC4)n3)c2)c1	0.1	2.8	1.0	/	-0.4	-12.9	-5.9	16.0
O=C(c1ccccc1F)N1CC[C@@H]2[C@@H](CO)Nc3ccc(-c4cccc(F)c4)cc3[C@@H]21	3.5	/	0.8	-0.1	-2.2	/	-2.6	103.9*[16.7 µM]
O=C(NCC1CCCO1)c1ccccn1 (stereo not given)	3.4	/	4.6	/	-17.9	/	-4.5	2.2
COc1ccc(OCc2cc(C(=O)N(Cc3nccn3C)C(C)C)no2)c2ccccc12	-19.4	-1.8	-4.3	/	0.3	-11.1	-4.5	-4.6
Cc1cc(NC(=O)C(C)Oc2ccc(Cl)cc2Cl)no1 (stereo not given)	/	-2.8	-3.8	0.0	-2.8	-8.1	-3.3	/
O=C(COC(=O)C12CC3CC(CC(Br)(C3)C1)C2)Nc1cccnc1Cl	1.1	0.8	-0.3	0.2	0.6	-7.7	5.4	-1.2
CC(=O)C1(O)CCC2C3CCC4CC(O)CCC4(C)C3C(=O)CC21C (stereo not given)	-30.1	4.5	-1.3	-0.9	-1.5	8.8	-6.3	2.2
COc1ccccc1N(C)S(=O)(=O)c1ccc(C(=O)Nc2nc(C)c(C(C)=O)s2)cc1	-8.7	3.4	-7.8	-0.1	1.7	-56.0	0.5	-8.4
C[C@@H]1CCCCO[C@@H](CN(C)C(=O)Cc2ccccc2)[C@@H](C)CN([C@H](C)CO)C(=O)c2cc(NC(=O)c3ccncc3)ccc2O1	-6.4	-1.5	3.6	0.8	-1.3	2.3	1.3	5.8[16.7 µM]
COc1ccc(N(CC(=O)NCc2ccco2)C(=O)CCC(=O)Nc2ccccn2)cc1	/	-1.7	-3.3	/	-2.6	5.2	3.4	1.1
O=C(C[C@H]1C=C[C@H](NC(=O)c2ccc(F)cc2)[C@H](CO)O1)NCCc1ccccc1	1.6	-0.8	3.4	0.0	-1.3	3.4	2.3	/
C[C@H](CO)N1C[C@H](C)[C@@H](CN(C)S(=O)(=O)c2ccccc2)Oc2ncc(C#CC3CCCCC3)cc2C1=O	/	-0.4	-0.7	0.0	1.7	-0.2	-10.6	1.9[16.7 µM]
CCn1c(SCC(=O)Nc2nccc(C)n2)nc2ccccc21	8.2	1.1	3.7	0.0	-0.3	-17.2	-1.1	0.1
CCCOc1ccc(F)cc1-c1cc(C(=O)NCc2ccc(C(F)(F)F)cc2)[nH]n1	-1.8	/	4.1	/	-0.5	/	-3.4	-7.8
Cc1nc(Nc2ccccc2)sc1-c1ccccc1	-9.8	/	-6.2	/	/	/	1.0	0.1
CC(=O)c1ccc(NC(=O)c2ccc(C)c(S(=O)(=O)N3CCOCC3)c2)cc1	/	-0.8	-2.6	/	3.9	-7.7	7.4	0.1
CC(C)C(=O)Nc1nnc(SCC(=O)NCc2ccc3c(c2)OCO3)s1	-3.6	1.7	1.7	0.5	6.5	-4.1	-4.4	7.6
CCCCC[C@H]1CN(Cc2ccccc2)C(=O)[C@@H]1CC(=O)NCc1ccccc1	-34.1	-0.6	-2.3	/	-0.6	-2.5	-6.8	14.2
CCCCN(C)c1c(N2CCC(C(=O)OCC)CC2)c(=O)c1=O	-1.2	/	4.0	2.1	-3.2	-3.8	1.7	9.3
Cc1onc(-c2c(F)cccc2Cl)c1C(=O)OCC(=O)Nc1cccc(S(=O)(=O)N(C)C)c1	-7.1	0.4	1.0	/	4.8	-18.7	-2.9	0.6
CCCn1c(N)c(N(CCOC)C(=O)c2cc3c(s2)CCC(CC)C3)c(=O)[nH]c1=O (stereo not given)	/	0.3	-2.7	/	-1.8	-10.9	-1.4	/
O=C(C[C@@H]1CC[C@@H]2[C@H](COC[C@@H](O)CN2CC2CC2)O1)NCc1ccc(Cl)cc1	3.8	-0.1	1.3	0.1	-0.2	-7.6	-10.1	4.3[16.7 µM]

A portion from further up, as a working copy:
SMILES	PGC1a acetyl inh	ERAP1 inh	PglD DTNB	E-sel inducer	Cneo AK release	RAD52 anneal inh	RAD54 branch	miR122 inh
COC(=O)COc1ccc(S(=O)(=O)NCc2ccc3c(c2)OCO3)cc1	2.3	0.9	-0.4	/	1.6	-12.4	-1.0	-4.8
Cc1cccc(NS(=O)(=O)c2ccc(C)c(C(=O)NNC(=O)c3csc(N4CCOCC4)n3)c2)c1	0.1	2.8	1.0	/	-0.4	-12.9	-5.9	16.0
O=C(c1ccccc1F)N1CC[C@@H]2[C@@H](CO)Nc3ccc(-c4cccc(F)c4)cc3[C@@H]21	3.5	/	0.8	-0.1	-2.2	/	-2.6	103.9*[16.7 µM]

The list goes on.
SMILES	PGC1a acetyl inh	ERAP1 inh	PglD DTNB	E-sel inducer	Cneo AK release	RAD52 anneal inh	RAD54 branch	miR122 inh
Cc1ccc(S(=O)(=O)Nc2ccc3c(c2)CC(=O)N([C@@H](C)CO)C[C@H](C)[C@@H](CN(C)Cc2ccccc2)O3)cc1	-1.1	-8.9	5.1	0.2	-0.5	-7.6	4.1	-7.1[16.7 µM]
O=C(O)/C(=C\c1cccs1)Sc1nnc(-c2ccc(F)cc2)o1	-6.9	2.6	/	-0.2	/	-42.2	/	-3.2
Cc1cccc(NC(=O)c2nc[nH]c2C(=O)N[C@H](C)CO)c1	/	8.2	-6.5	0.0	-2.1	-2.8	-4.1	1.1
Cc1nnc(NC(=O)Cn2nc(C)c3ccccc3c2=O)s1	-15.3	3.3	2.3	/	-0.3	-7.1	-2.9	-4.6
CC(=O)Nc1cccc(-c2csc(NCc3ccco3)n2)c1	0.8	/	-2.1	/	3.2	/	0.5	1.5
COc1ccc(NC(=O)N(C)C[C@H]2Oc3ccc(NC(=O)C4CC4)cc3C(=O)N([C@@H](C)CO)C[C@H]2C)cc1	1.2	4.5	-0.4	0.4	-3.8	0.6	1.8	14.2[16.7 µM]
CC=Cc1ccc2n(c1=O)C[C@H]1[C@H](CO)[C@@H](C(=O)NCc3ccc4c(c3)OCO4)[C@@H]2N1C(=O)CC (mixture of isomers)	/	-1.7	-3.4	-0.1	-11.2	-3.8	7.6	2.4[16.7 µM]
O=C(CCOc1ccccc1)Nc1ccc(Br)cc1	/	-1.3	6.7	/	-1.6	-7.7	2.1	2.4
O=C(O)C1C=CCC(C(=O)O)C1 (stereo not given)	4.6	-8.6	-2.8	-0.1	0.7	-4.9	-9.1	-12.8
CCOCCCn1c(=NC(C)=O)c(C(=O)OCC)cc2c(=O)n3ccccc3nc21	-44.9	3.0	-3.3	0.0	-0.7	-0.4	3.5	-3.2
CCCc1cn(CC[C@@H]2CC[C@@H](NC(=O)Nc3ccccc3F)[C@H](CO)O2)nn1	8.5	-0.7	4.7	-0.1	2.0	9.2	10.3	-15.5[16.7 µM]
CCNc1c(NS(=O)(=O)c2ccc(OC)c(Cl)c2)c(=O)oc2ccccc12	5.1	0.5	-1.6	/	7.0	-11.4	0.0	-7.6
CC(C)NC(=O)N(C)C[C@H]1Oc2c(cccc2N(C)C)C(=O)N([C@@H](C)CO)C[C@@H]1C	-6.7	1.5	-5.8	16.6	-1.5	5.8	-6.2	-3.6[16.7 µM]
COc1ccc(CN2C(=O)C(CC(C)C)Nc3ncnc(N4CCN(c5ccccn5)CC4)c32)cc1 (stereo not given)	-2.8	0.9	-2.8	-0.1	4.9	-52.9	-11.7	9.3
O=C(C[C@H]1CC[C@@H]2[C@H](COC[C@@H](O)CN2Cc2cc(F)ccc2F)O1)NCc1ccc(F)cc1	-3.6	0.1	-1.5	0.1	-1.2	-6.2	3.6	1.9[16.7 µM]
C[C@@H]1CN([C@H](C)CO)C(=O)c2cc(NS(=O)(=O)c3cn(C)cn3)ccc2O[C@@H](C)CCCCO[C@H]1CN(C)C(=O)Nc1ccccc1	-0.1	1.3	-2.1	-0.1	-5.4	21.3	-5.0	6.4[16.7 µM]
Brc1ccc(-c2csc(-c3c[nH]c4ccccc34)n2)cc1	2.0	/	-3.0	/	0.1	/	-5.3	2.8
Cc1sc(NC(=O)C2CCCCC2C(=O)O)c(C(N)=O)c1C (stereo not given)	-0.8	/	-4.1	/	0.8	/	0.6	-2.8
CN(C)C(=O)c1cccc(-c2ccccc2[C@H]2[C@@H](C#N)N(C(=O)C3CCCCC3)[C@H]2CO)c1	-6.1	-1.4	/	-0.1	/	4.5	/	/
C[C@@H]1CN([C@H](C)CO)C(=O)c2cc(NC(=O)c3ccccc3)ccc2O[C@@H](C)CCCCO[C@H]1CN(C)C(=O)CCC(F)(F)F	4.5	-5.0	-0.4	0.7	-0.6	9.1	-6.3	-3.6[16.7 µM]
COC(=O)c1ccc(CN2CC(=O)N3[C@H](CO)[C@@H](c4ccc(-c5ccccc5F)cc4)[C@H]3C2)cc1	8.4	2.9	/	0.0	/	-6.6	/	/
Cc1noc(C)c1NC(=O)Nc1ccc2c(c1)C(=O)N([C@@H](C)CO)C[C@@H](C)[C@H](CN(C)S(=O)(=O)c1ccccc1)OCCCC[C@@H](C)O2	-4.9	0.6	-3.0	-0.2	0.1	6.5	4.3	6.1[16.7 µM]
C[C@@H]1CCCCO[C@H](CN(C)C(=O)Nc2ccc(C(F)(F)F)cc2)[C@H](C)CN([C@@H](C)CO)C(=O)c2cc(NC(=O)Nc3ccc(F)cc3)ccc2O1	2.3	2.1	0.4	1.3	3.0	14.6	-17.3	2.9[16.7 µM]
COC(=O)c1c(NC(=O)Cc2cccs2)sc(C(=O)N2CCCCC2)c1C	-2.7	/	-2.7	/	10.2	/	2.3	3.1
Cc1nnc2n1NC(c1ccc(Cl)cc1)C(C(=O)N(C)C1CCCCC1)S2 (stereo not given)	-0.1	/	-5.9	/	1.5	/	1.2	-8.7
O=C(NCc1ccccc1)C1CCCN(S(=O)(=O)c2cccc3nsnc23)C1 (stereo not given)	-4.3	-1.5	-3.2	/	-2.9	-59.0	10.5	4.5
CCCNC(=O)Nc1ccc2c(c1)C(=O)N(C)[C@@H]1CC[C@@H](CC(=O)NCCCN(C)C)O[C@@H]1CO2	1.1	1.1	8.0	0.1	48.6	11.2	-14.5	-12.5[16.7 µM]

Sorted by value in PGC1a acetyl inh (highest first): three from the list above
smiles | PGC1a acetyl inh | ERAP1 inh | PglD DTNB | RAD52 anneal inh | miR122 inh
O=C(O)C1C=CCC(C(=O)O)C1 (stereo not given) | 4.6 | -8.6 | -2.8 | -4.9 | -12.8
COC(=O)c1c(NC(=O)Cc2cccs2)sc(C(=O)N2CCCCC2)c1C | -2.7 | / | -2.7 | / | 3.1
Cc1noc(C)c1NC(=O)Nc1ccc2c(c1)C(=O)N([C@@H](C)CO)C[C@@H](C)[C@H](CN(C)S(=O)(=O)c1ccccc1)OCCCC[C@@H](C)O2 | -4.9 | 0.6 | -3.0 | 6.5 | 6.1[16.7 µM]
